NOD1 NF-kB reporter = NOD1 signaling inhibitors, primary screen, cell-based, luminescence, uHTS (AID 1578) | one-dose inhibition, % at 4 µM; EC50 in µM for titrated hits | NOD1-driven NF-kB luciferase reporter cells, luminescence; higher % means a stronger effect | 1% of 290,000 active; in the data active = inhibition mostly above about 36%, no sharp cut-off; inactive = mostly below about 34%;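 also: HEK-293T reporter cells stimulated with the NOD1 agonist gamma-tri-DAP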
HIV fusion peptide = inhibitors of HIV fusion peptide binding, primary screen, biochemical, uHTS, fluorescence dequenching (AID 1986); cell-free peptide binding, fluorescence dequenching, 30 min; higher % means a stronger effect; 0.3% of 290,000 active; one-dose inhibition, % at 20 µM; IC50 in µM for titrated hits; in the data active = inhibition mostly above about 52%, no sharp cut-off; inactive = mostly below about 76%; also: some results filed as inactive read as strong as hits
LYP inhibition = PTPN22 lymphoid phosphatase activity blockers – biochemical, fluorescence intensity, uHTS (AID 1779). recombinant LYP phosphatase, fluorescence intensity; higher % means a stronger effect. inhibition, % at 11.5 µM; hits with a dose series show IC50 in µM. 0.054% of 290,000 active;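 also: plate controls were vehicle with enzyme for no effect and no enzyme for full effect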
Myeloid diff 2 = myeloid differentiation induction; ER-HoxA9 myeloid progenitors, lysozyme-GFP differentiation, flow cytometry; calls only at 10 µM; 1% of 360,000 active; AID 624256;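 active = normalized GFP-positive differentiation at or above the plate's own cutoff, the solvent-only control mean plus 3 SD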;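 also: cells exposed to compound for four days before flow analysis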
KOR beta-arrestin-1 = kappa opioid receptor activators – cell-based, luminescence, uHTS, primary screen (AID 1777) | KOR beta-arrestin recruitment, luminescence; higher % means a stronger effect | activation, % at 10 µM, or EC50 in µM where a hit was titrated | 0.02% of 280,000 active; in the data active = activation above about 50%, passing the limit was not always enough; also: a part of the inactive calls stands beside numbers as strong as those of hits
KOR beta-arrestin-2 = kappa opioid receptor blockers – cell-based, luminescence, uHTS (AID 1778). KOR beta-arrestin recruitment, luminescence, antagonist mode; higher % means a stronger effect. inhibition, % at 10 µM; hits with a dose series show IC50 in µM. 0.091% of 290,000 active; also: strong numbers were not always called active
NOD2 inhibition = inhibition of NOD2-driven NF-kB reporter – cell-based, luminescence, uHTS, HEK293 (AID 1566); 0.63% of 290,000 active; inhibition, % at 4 µM; hits with a dose series show EC50 in µM; HEK293 NOD2/NF-kB luciferase reporter, luminescence; higher % means a stronger effect; also: many of its hits are not listed in these tables
PhoP inhibition = PhoP-dependent GFP reporter repression – Salmonella Typhimurium, primary screen (AID 1863) | 0.16% of 300,000 active | S. Typhimurium PhoP-regulated promoter GFP reporter, 4 h; higher % means a stronger effect | inhibition, % at 50 µM; hits with a dose series show IC50 in µM;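 active = inhibition over 29.93%, a cutoff 3 SD above the screen mean, later confirmed by dose response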;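 also: 0% = low Mg2+ inducing control and 100% = high Mg2+ repressing control; strong numbers were not always called active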
Siah-1 displacement = blockers of Siah-1 interaction with plectin peptide – biochemical, fluorescence polarization, rhodamine-plectin, uHTS, primary screen (AID 1817); Siah-1 / rhodamine-plectin peptide fluorescence polarization; higher % means a stronger effect; displacement, % at 20 µM, or IC50 in µM where a hit was titrated; 0.02% of 290,000 active;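 active = displacement of at least 50% at 20 µM, with a fluorescence ratio check between 0.3 and a set limit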;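 also: plate controls were Siah plus tracer with DMSO for no effect and tracer alone without Siah for full effect; strong numbers were not always called active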
Myeloid diff 2 GFP+ MAC1+ % = second read-out of Myeloid diff 2, no call of its own (marks repeat the call); GFP+ MAC1+ double positive, %; measured here: differentiation confirmed by MAC1 staining
* hit, by the source's call; i = inactive; · = no result given; + = active, no number; [ ] = dose if it differs, or a comment. Rule as the data show it, unless noted: active = inhibition above about 50%; inactive = the rest. A portion of the library; the hit share may differ from the screen's.

SMILES	NOD1 NF-kB reporter	HIV fusion peptide	LYP inhibition	Myeloid diff 2	Myeloid diff 2 GFP+ MAC1+ %	KOR beta-arrestin-1	KOR beta-arrestin-2	NOD2 inhibition	PhoP inhibition	Siah-1 displacement
O=c1c2ccccc2nc(SCc2cccc(F)c2)n1Cc1ccco1	8%	-1.5%	3%	i	2.0	-4.1%	39%	10%	-2%	4%
O=C(O)CC1(CC(=O)Nc2cc3ccccc3cn2)CCCCC1	-1%	0.5%	-8%	i	1.0	-4.6%	13%	14%	-8%	10%
Cc1c(NC(=O)c2nn3c(C(F)(F)F)cc(-c4ccccc4)nc3c2Cl)c(=O)n(-c2ccccc2)n1C	-27%	-0.7%	1%	i	1.3	-1.4%	-2%	10%	21%	-4%
Cc1cccnc1NC(=O)c1cccc(S(=O)(=O)N2CCN(c3ccc(F)cc3)CC2)c1	-1%	-1.2%	-6%	i	0.5	4.8%	0%	10%	9%	-2%
Cn1cccc1C(=O)OCC(=O)Nc1ccc2c(c1)OCO2	-46%	-1.0%	-8%	i	0.0	-24%	22%	-47%	-6%	3%
O=C(CSc1nnc(CNC(=O)c2c(F)cccc2F)o1)NCCc1ccccc1	-18%	1.3%	-9%	i	1.9	-2.7%	3%	8%	-4%	10%
CCCCOC(=O)c1ccc(NC(=O)C(=O)NCCN(CC)CC)cc1	0%	-0.5%	-10%	i	0.2	1.7%	22%	19%	-11%	0%
O=C(OCC#CCSc1nnc(-c2ccccc2)o1)c1ccco1	-17%	2.1%	1%	i	0.4	-2.0%	-21%	11%	-9%	-2%
CCOC(=O)c1c(N)c(C#N)cn1-c1ccccc1	-12%	-1.2%	-5%	i	9.1	1.6%	6%	15%	4%	2%
COCCNc1cc(C)nc2c3c(C)cc(C)nc3nn12	-18%	4.4%	-5%	i	0.5	5.3%	-14%	-1%	-3%	-4%
c1ccc(Cn2c(CN3CCCC3)nc3ccccc32)cc1	-3%	-1.7%	-9%	i	1.2	-1.4%	25%	-7%	4%	0%
CCOC(=O)c1ccccc1NC(=S)N1CCCCC1	2%	-2.3%	-6%	i	0.3	-0.6%	-2%	26%	13%	-3%
CCC1(C)C2(C#N)C(N)=NC(OC)(OC)C12C#N (stereo not drawn)	-13%	0.2%	-7%	i	0.8	-0.8%	-8%	13%	-11%	-1%
Cc1ccn(CCNC(=O)C2CCC(=O)N(Cc3ccc(Cl)cc3)C2)n1 (stereo not drawn)	-12%	0.3%	-6%	i	0.0	4.1%	-26%	10%	-6%	0%
Cc1nn(-c2ccccc2)c(Cl)c1/C=N/Nc1nc2ccccc2[nH]1	-38%	1.5%	0%	i	0.3	24%	-15%	-135%	-5%	-5%
Oc1ccc(C2=NN(c3ccccc3)C(c3ccc(F)cc3)C2)cc1 (stereo not drawn)	7%	-0.2%	-24%	i	0.9	-0.8%	4%	-36%	14%	-6%
COc1ccccc1NC(=O)Nn1cnnc1	-4%	0.0%	-11%	i	0.9	0.7%	11%	3%	12%	3%
O=c1c2ccccc2c(C=NCCCN2CCOCC2)c(O)n1Cc1ccc2c(c1)OCO2	-12%	-2.5%	-3%	i	0.5	-5.7%	30%	10%	-1%	-8%
CCc1ccc(Nc2nnc(SCC(=O)Nc3ccc(C(=O)O)cc3)s2)cc1	-10%	9.9%	3%	i	0.2	1.8%	-8%	-75%	2%	1%
CC(=O)N1CCN(C(=O)COc2ccc(N(C)S(=O)(=O)c3cccs3)cc2)CC1	-17%	-1.2%	-2%	i	1.7	-1.1%	8%	21%	-3%	6%
Cc1oc(-c2ccccc2Cl)nc1CS(=O)CC(=O)NC1CC1 (stereo not drawn)	-31%	0.7%	-7%	i	8.2	-1.4%	-8%	8%	-6%	-2%
CCCC(=O)NCc1ccc2c(c1)cc(C)n2C	4%	1.6%	-6%	i	0.7	4.9%	-18%	-14%	2%	-4%
CN(Cc1ncc[nH]1)C(=O)CC1C(=O)NCCN1Cc1c(F)cccc1Cl (stereo not drawn)	0%	2.9%	-3%	i	0.6	·	11%[20 µM]	8%	2%	3%
COc1cccc(OC)c1C(=O)Nc1nc2ccc(S(C)(=O)=O)cc2s1	0%	8.4%	-8%	+	7.3*	30%	19%	18%	11%	1%
FC(F)(F)c1ccc(Cl)c(NC(=S)N/N=C/c2ccccc2Cl)c1	0%	0.4%	-2%	i	0.6	5.5%	20%	-3%	2%	0%
COc1ccc(C2=NS(=O)(=O)N(C)C(C(=O)NCc3ccccn3)=C2)cc1	-22%	1.3%	-4%	i	1.7	-6.5%	-23%[20 µM]	18%	·	8%
CC(CN1C(C)CCCC1C)OC(=O)c1cccc(Br)c1 (stereo not drawn)	-15%	1.1%	-11%	i	0.7	-2.0%	11%	-2%	8%	2%
O=[N+]([O-])c1ccc2c(c1N1CCCCC1)=NC1(CCCCC1)[N+]=2[O-]	0%	-0.8%	-5%	i	0.0	0.8%	33%	23%	-6%	-3%
CNC(=O)CCCCC(=O)N/N=C/c1ccc(Cl)cc1Cl	-6%	-0.8%	-2%	i	0.3	0.3%	7%	14%	-2%	17%
O=C(CC(=O)Nc1cccnc1)Nc1cccnc1	0%	-0.4%	-9%	i	1.2	-1.5%	6%	9%	2%	4%

Some of these compounds in order of the NOD2 inhibition value, smallest number first:
SMILES	NOD2 inhibition
Cc1nn(-c2ccccc2)c(Cl)c1/C=N/Nc1nc2ccccc2[nH]1	-135%
Cn1cccc1C(=O)OCC(=O)Nc1ccc2c(c1)OCO2	-47%
Cc1oc(-c2ccccc2Cl)nc1CS(=O)CC(=O)NC1CC1 (stereo not drawn)	8%

Other results follow:
SMILES	NOD1 NF-kB reporter	HIV fusion peptide	LYP inhibition	Myeloid diff 2	Myeloid diff 2 GFP+ MAC1+ %	KOR beta-arrestin-1	KOR beta-arrestin-2	NOD2 inhibition	PhoP inhibition	Siah-1 displacement
CC1(C)NC(=O)N(CCCCOc2ccc(Cl)cc2)C1=O	-7%	1.7%	-2%	i	2.6	-1.8%	4%	20%	1%	3%
COC(=O)CC1C(=O)NCCN1C(=S)NC(=O)c1ccccc1[N+](=O)[O-] (stereo not drawn)	-14%	-2.0%	-6%	i	1.1	-0.8%	4%	13%	-4%	5%
COCCNC(=O)/C(C#N)=C/c1c(N2CCN(C)CC2)nc2c(C)cccn2c1=O	-7%	-0.8%	-39%	i	0.6	-4.9%	-2%	-4%	4%	4%
O=C(COC(=O)C1CCN(S(=O)(=O)c2ccc3c(c2)OCCO3)CC1)Nc1cc(C(F)(F)F)ccc1Cl	-11%	0.0%	-3%	i	0.9	4.2%	-18%	19%	7%	2%
CCc1ccc(NC(=O)/C(C#N)=C/c2ccncc2)cc1	12%	-0.8%	-10%	i	0.3	-3.8%	10%	16%	2%	11%
CCCCCCOc1ccc(C(=O)O)cc1C#N	-15%	8.6%	-5%	i	0.7	2.3%	12%	-9%	-6%	0%
CC(C)CNC(=O)c1cccc(NC(=O)COc2ccc([N+](=O)[O-])cc2)c1	14%	2.0%	-4%	i	0.1	-1.9%	-21%	25%	-9%	16%
CC(C)(C)c1c(Cl)c(O)c(-c2ccccc2)c(=O)n1-c1ccccc1	-4%	1.5%	3%	i	0.2	7.9%	0%[20 µM]	18%	-3%	5%
[N-]=[N+]=NC1c2ccccc2C(=O)N1Cc1ccccc1 (stereo not drawn)	-17%	-1.0%	-9%	i	0.5	-0.1%	-14%[20 µM]	6%	-3%	0%
Cc1ccc(SCCSc2nc(N)cc(=O)[nH]2)cc1	-13%	-1.5%	-6%	i	0.2	3.8%	-5%	5%	8%	-4%
Cn1nnnc1SCC(=O)Nc1ccccc1Cc1ccccc1	-11%	0.3%	-11%	i	0.8	-4.6%	-14%	-3%	-11%	-1%
COCCN(C(=O)C1CCCC1)c1c(N)n(Cc2ccccc2)c(=O)[nH]c1=O	24%	-1.0%	0%	i	0.3	2.8%	-23%	-13%	7%	-2%
COc1cccc(NC(=O)c2ccc3c(c2)C(=O)N(CC2CCCO2)C3=O)c1 (stereo not drawn)	33%	-0.3%	-7%	i	3.1	9.0%	-40%	-4%	5%	-2%
O=C1Nc2ccc(Cl)cc2/C1=C/C1CC=CCC1 (stereo not drawn)	-10%	2.4%	3%	i	0.3	-1.2%	-3%	-4%	2%	4%
O=C(/C=C/c1cccc(F)c1)Nc1ccc(S(=O)(=O)Nc2ncccn2)cc1	-1%	2.1%	6%	i	0.3	3.6%	1%	10%	6%	13%
O=C(/C=C/c1ccccc1[N+](=O)[O-])OCC(=O)c1ccccc1	-17%	-1.3%	-1%	i	0.5	-3.5%	-28%[20 µM]	-25%	0%	1%
O=C(c1cccs1)N1N=C(c2ccc(O)cc2)CC1c1ccccc1 (stereo not drawn)	-12%	-1.8%	-6%	i	0.7	4.5%	24%	22%	13%	22%
CCOc1ccc(C(C(=O)NC2CCCCC2)N(CCOC)C(=O)c2snc(C(N)=O)c2N)cc1 (stereo not drawn)	-23%	-0.9%	-8%	i	0.6	-5.1%	-14%[20 µM]	12%	1%	-4%
CCn1cc(C(=O)NCc2ccccn2)c(=O)c2cc(F)c(N3CCN(C)CC3)cc21	-10%	1.3%	-8%	i	0.5	-6.9%	10%	7%	17%	6%
O=C(CC1=NCCNC(c2ccccc2)C1)c1ccccc1O (stereo not drawn)	-12%	-2.1%	-7%	i	5.8	0.1%	26%	-35%	14%	-2%
Cc1c(C)n(Cc2ccccc2)c2ncnc(NCCCN(C)C)c12	-1%	-2.1%	-7%	i	0.6	-6.0%	-1%	16%	-3%	-1%
CN1C(=O)CSc2ccc(C(=O)O)cc21	-16%	-2.4%	-5%	i	1.1	-1.1%	28%	16%	-14%	0%
COc1ccc(C)cc1CN1C(=O)c2ccccc2C1=O	-8%	1.3%	-8%	i	0.6	-5.1%	11%	30%	14%	-1%
Cc1cc(C)n(-c2nc3ccccc3nc2N2CCCC2)n1	-10%	2.3%	-8%	i	0.6	-3.6%	2%	2%	-6%	0%
CCOC(=O)c1ccc(NC(=O)CNS(=O)(=O)c2ccccc2)cc1	-10%	-2.0%	-2%	i	0.6	4.6%	-36%	-4%	6%	1%
COc1ccccc1OCc1nc(C#N)c(NCc2ccco2)o1	-34%	-0.3%	0%	i	2.1	-2.2%	40%	11%	-4%	2%
COc1ccccc1CNC(=O)CSc1ccc(-c2ccncc2)nn1	-14%	0.8%	-6%	i	1.7	-4.1%	6%	14%	1%	8%
Cc1ccc(NC(=O)c2c(C)noc2C)cc1	-45%	-0.5%	-7%	i	1.2	-0.9%	-5%	29%	-9%	1%
